Compound activity: PubChem BioAssay, National Center for Advancing Translational Sciences (NCATS)
GLP1R inv ag – qHTS of GLP-1 Receptor Inverse Agonists (Inhibition Mode); Glucagon-like peptide 1 receptor (Homo sapiens), P43220; HEK293 GLP-1R CRE-luciferase, luminescence, 24 h; GLP-1R form is constitutively active; Potency, µM (titrated, usually from 38.3 µM), inactives show at the highest dose activity change, negative = inhibition, hits mostly inhibitors; actives 1.6% (n = 410,000); AID 624417, 2012; further: potency means the concentration at half of the fitted maximal effect; on the % scale 0 is the no-effect control and ±100 the full control effect; nearly all actives have a fitted effect of over 55% in size
Target sequence (P43220 whole entry, looked up): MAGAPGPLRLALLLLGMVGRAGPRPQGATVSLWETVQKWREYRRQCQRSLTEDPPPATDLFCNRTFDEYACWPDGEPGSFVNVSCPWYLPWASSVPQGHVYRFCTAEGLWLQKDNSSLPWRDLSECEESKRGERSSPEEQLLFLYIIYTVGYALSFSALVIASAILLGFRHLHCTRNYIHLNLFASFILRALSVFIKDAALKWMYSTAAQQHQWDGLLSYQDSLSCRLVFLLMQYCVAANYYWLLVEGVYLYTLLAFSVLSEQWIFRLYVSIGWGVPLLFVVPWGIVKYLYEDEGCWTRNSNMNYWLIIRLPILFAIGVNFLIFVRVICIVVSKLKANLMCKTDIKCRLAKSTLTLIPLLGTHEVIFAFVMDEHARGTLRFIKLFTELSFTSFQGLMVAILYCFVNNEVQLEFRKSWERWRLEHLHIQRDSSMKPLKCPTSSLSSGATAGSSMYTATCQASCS
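HEK293 cells stably co-expressing constitutively active GLP-1R and a cAMP-responsive luciferase reporter were seeded in DMEM with 10% Nu serum, given compounds after 12 h, and incubated 24 h at 37 deg C. Luminescence was then read.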
DRD3 agonist – qHTS of D3 Dopamine Receptor Agonist: qHTS; actives 0.58% (n = 410,000); D3R DiscoveRx beta-arrestin cells, luminescence, 90 min; max activation, %; in the data active means max activation above about 30%; further: 0% is about no effect; mostly tested at two doses, the higher about 12 µM
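Agonist-mode cell screen: cells plated at 1500/well and incubated overnight at 37 °C, then exposed to library compounds for 90 min at 37 °C. Detection reagent was added for 30–60 min at room temperature, and luminescence was read.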
GLP1R cytotox – qHTS of GLP-1 Receptor Inverse Agonists: Cytotox Screen; HEK293 cAMP-luciferase reporter cells, luminescence, 24 h; Potency, µM (highest dose often 38.3 µM), inactives show top-dose activity change, negative = inhibition, most hits filed as inhibitors; actives 0.13% (n = 410,000); AID 624418, 2012;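 further: loss of luciferase light is scored as toxicity; potency means the concentration at half of the fitted maximal effect; on the % scale 0 is the no-effect control and ±100 the full control effect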
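Step one: seed cells (200 cells/uL, DMEM with 10% Nu serum, 1% pen-strep). Step two: 12-hour incubation at 37 deg C. Step three: pin 23 nL compound, incubate 24 hr. Step four: add luciferase reagent, read luminescence 12 min later.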
PTHR1 agonist – qHTS for PTHR1 Agonists: Primary Screen | Parathyroid hormone/parathyroid hormone-related peptide receptor (Homo sapiens), Q03431 | actives 0.075% (n = 410,000) | AID 743266, 2014 | Potency, µM (top dose mostly 115 µM), without a hit: top-dose activation, actives largely listed as activators | HEK293 GP2 PTHR1 cells, GloSensor cAMP luminescence, 1 h; further: potency means the concentration at half of the fitted maximal effect; nearly all actives have a fitted effect of over 55% in size; some results filed as inactive show a strong effect at the top dose; inactives centre near -15; many of its hits are not listed in these tables
Target sequence (Q03431 whole entry, looked up): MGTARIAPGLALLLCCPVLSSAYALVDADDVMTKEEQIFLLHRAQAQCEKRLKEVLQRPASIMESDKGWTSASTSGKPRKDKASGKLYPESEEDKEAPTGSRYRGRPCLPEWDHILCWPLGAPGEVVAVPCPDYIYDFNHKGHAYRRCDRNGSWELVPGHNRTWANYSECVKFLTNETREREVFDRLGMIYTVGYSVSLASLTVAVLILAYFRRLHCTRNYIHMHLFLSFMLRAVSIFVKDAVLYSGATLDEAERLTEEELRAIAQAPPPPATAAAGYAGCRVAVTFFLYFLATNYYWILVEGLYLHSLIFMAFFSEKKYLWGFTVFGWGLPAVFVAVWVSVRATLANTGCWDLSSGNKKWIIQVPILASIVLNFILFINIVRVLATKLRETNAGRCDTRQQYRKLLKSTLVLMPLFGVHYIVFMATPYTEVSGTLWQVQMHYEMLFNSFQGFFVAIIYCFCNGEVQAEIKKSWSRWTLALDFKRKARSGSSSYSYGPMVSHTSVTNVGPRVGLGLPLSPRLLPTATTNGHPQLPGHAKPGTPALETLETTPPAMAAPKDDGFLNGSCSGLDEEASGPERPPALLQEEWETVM
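HEK-293-derived GP2 cells expressing PTHR1 and a GloSensor cAMP reporter, 3,000/well, plated overnight, given luciferin plus IBMX (each 0.5 mM as added) for 1 h at 37 °C, then compound for 1 h at 37 °C. Luminescence was read after 15 min at room temperature.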
D3 antag – qHTS of D3 Dopamine Receptor Antagonist: qHTS; D(3) dopamine receptor (Homo sapiens), P35462; D3R cells, DiscoveRx beta-arrestin luminescence, antagonist mode; hits give low values; max response, negative = inhibition, %; actives 2.5% (n = 360,000); AID 652054, 2013; in the data active means max response below about -50%; inconclusive means no clear call, values can overlap the other calls; further: on the % scale 0 is the no-effect control and ±100 the full control effect; mostly tested at two doses, the higher about 12 µM
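Cells expressing the human receptor were seeded at 1500 cells/well, incubated overnight at 37 degrees C in 5% CO2, then exposed to library compounds with dopamine controls for 90 minutes at 37 degrees C before luminescent detection.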
GLP-1R agonist – qHTS of GLP-1 Receptor Agonists; HEK293 GLP-1R CRE-luciferase, luminescence, 4-6 h; cells express a hypersensitive GLP-1R form; Potency, µM (top dose mostly 45.6 µM), inactives show at the highest dose activation, usual class: activators; actives 0.007% (n = 380,000); AID 624172, 2012; further: potency means the concentration at half of the fitted maximal effect; % of control where 0% means no effect
aSyn rescue – qHTS of alpha-syn Inhibitors; Yeast expressing alpha-synuclein, growth rescue, BacTiter-Glo, 24 h; Potency, µM (series often up to 46.1 µM), inactives show at the highest dose growth rescue (activation), usual class: activators; actives 0.14% (n = 370,000); AID 652106, 2013; further: potency means the concentration at half of the fitted maximal effect; % of control where 0% means no effect; nearly all actives have a fitted effect of over 65% in size
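Screening used galactose-induced yeast with toxic alpha-synuclein levels, exposed to compound for 24 hr at 30 deg C. Cell growth, read with BacTiter-Glo luminescence, gave the measured signal.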
KB-V1 cytotox – qHTS assay for MDR1-selective chemotherapeutics: Primary screen using the drug-selected MDR subline cells KB-V1; AID 1347076, 2019; actives 3.4% (n = 400,000); Potency, µM (top dose mostly 46.1 µM), without a hit: at the top dose activity change, negative = cytotoxicity, hits mostly cytotoxic; KB-V1 MDR cells viability, CellTiter-Glo, 72 h; further: potency means the concentration at half of the fitted maximal effect; on the % scale 0 is the no-effect control and ±100 the full control effect; nearly all actives have a fitted effect of over 60% in size
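Readout: CellTiter-Glo luminescence, 10 min after addition. Cells: KB-V1 MDR subline, 72 h at 37 degrees C with compound. Analysis: corrected, normalized data fitted to concentration-effect curves.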
TDP-43 yeast inh – qHTS of TDP-43 Inhibitors | TDP-43 expressing yeast growth rescue, BacTiter-Glo, 24 h | Potency, µM (doses to about 46.1 µM), without a hit: at the highest dose growth rescue (activation), most hits filed as activators | actives 1.8% (n = 410,000); further: potency means the concentration at half of the fitted maximal effect; % of control where 0% means no effect; nearly all actives have a fitted effect of over 50% in size
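Luminescence from BacTiter-Glo reports growth of TDP-43-expressing yeast after 24 hr at 30 deg C with compound. Cells were raffinose-pregrown to mid-log, then seeded in galactose medium at OD600=0.02.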
* hit, by the source's call; i = inactive; ? = inconclusive; · = not tested or not shown; & = joins results of further samples; [ ] = remark or other dose. Unless noted, the call rests on the fitted dose curve; in most records, active means well fitted curve in the direction sought with a large enough effect; inconclusive means small, poorly fitted or top-dose-only effect, or another doubt; inactive means no such curve, though single readings can be large; an effect the other way counts as inactive or inconclusive.

Each structure is followed by: GLP1R inv ag | DRD3 agonist | GLP1R cytotox | PTHR1 agonist | D3 antag | GLP-1R agonist | aSyn rescue | KB-V1 cytotox | TDP-43 yeast inh
- COc1c(C(=O)Nc2c(C)n(C)n(-c3ccccc3)c2=O)ccc2ccccc12
    -0.2% | 2.1 | -7.4% | i | -6.4 | 6.1% | -0.7% | 0.0% | 6.3%
- O=C1NCCCC1C(=O)NCCNC(=O)C(F)(F)F (stereo not given)
    -10.1% | -16.7 | -0.9% | i | -22.0 | -2.4% | -0.3% | 1.4% | -5.1%
- COC(=O)c1cc(NC(=O)CN(C)Cc2ccccc2)cc(C(=O)OC)c1
    -15.4% | -8.2 | -1.1% | i | 2.4 | 11.2% | 4.2% | -1.3% | 13.5%
- CCOC(=O)CCCNC(=O)COC(=O)/C=C/c1ccc2c(c1)OCO2
    16.2% | 6.7 | -13.0% | -22.8% | 3.6 | -3.5% | 4.7% | ? | 12.2%
- Cn1c(SCC(=O)NNC(=O)c2ccc(Br)cc2)nnc1-c1cccnc1
    -19.1% | 0.2 | 13.6% | i | 7.5 | 4.1% | -5.0% | 3.7% | 2.7%
- Cc1ccc2oc(C(=O)N(Cc3sccc3C)C3CCS(=O)(=O)C3)c(C)c2c1 (stereo not given)
    -28.5% | -1.4 | -2.6% | -35.4%[inhibitor] | · | · | · | · | ?
- CCOc1ccc(Nc2c3c(nc4ncnn24)CC(C)CC3)cc1 (stereo not given)
    14.9% | 10.9 | -9.1% | i | 11.3 | 3.6% | 13.4% | 0.0% | 15.5%
- CCOC(=O)c1sc2ncn(/N=C/c3ccc(O)c(OC)c3)c(=O)c2c1C
    16.6% | 0.9 | 6.5% | i | 16.7 | -11.3% | -12.0% | -5.7% | 0.4%
- CN(C)c1ccc(CNS(=O)(=O)c2csc(C(N)=O)c2)cc1
    0.2%&-4.7% | 0.5&-7.8 | 5.5%&-6.1% | -9.5%&-38.0% | 10.2 | 0.9% | -3.3% | 5.5%&-0.6% | 23.6%&-31.9%
- CNC(=O)c1cc2cc(OC)ccc2oc1=N
    31.1% | 1.5 | 131.1%[activator] | -7.5% | -29.2 | 2.9% | -4.1% | 0.0% | 2.1%
- COc1ccc(C2CC(=O)C3=C(C2)Nc2ncnn2C3c2ccccc2C)cc1 (stereo not given)
    0.0% | 0.5 | 1.5% | ? | -10.7 | 2.9% | 6.0% | 16.4µM* | -19.8%
- COc1ccc(-c2ccc(=O)n(Cc3cccc([N+](=O)[O-])c3)n2)cc1
    17.2% | -2.9 | -2.9% | -57.6%[inhibitor] | -21.0 | 33.9% | 1.0% | -24.6% | 17.8µM*
- CCCC(=O)N1CCC1(C)C(=O)Nc1ccccc1C(C)(C)C (stereo not given)
    16.7% | -6.7 | -10.8% | -1.8% | -7.2 | -5.6% | -4.2% | 4.1% | 20.5%
- CCCC12CN3CC(C)(CN(C1)C3c1cccs1)C2=O (stereo not given)
    -1.0% | 1.7 | -4.9% | i | -10.4 | 0.9% | -6.2% | 7.9% | 0.6%
- C/C(=N\NC(=O)C(=O)Nc1cccc(C(F)(F)F)c1)c1ccc(Cl)s1
    -19.9% | 7.8 | ? | -19.5%[57.5 µM] | 7.7 | -11.6% | -8.8% | -19.0% | 7.1%
- O=C(Cc1ccc2c(c1)OCCO2)Nc1ccc(Cl)c(S(=O)(=O)N2CCOCC2)c1
    6.7% | -3.7 | -10.4% | -64.5%[inhibitor] | 3.9 | 11.0% | -1.3% | -23.1% | 8.9%
- O=C(OCC(=O)N1CCc2ccccc21)[C@@H]1CC(O)CN1S(=O)(=O)c1ccc(Cl)cc1 (stereo not given in full)
    -15.8% | 11.3 | 1.4% | -28.7% | 9.9 | -7.1% | 1.4% | -10.2% | 9.4%
- Cc1[nH]n(-c2ccccc2)c(=O)c1N=Nc1ccc(F)cc1
    1.8% | -11.4 | 10.6% | -32.2%[inhibitor] | 6.1 | -4.4% | -9.3% | -6.1% | -1.1%
- CCOC(=O)c1sc(NC(=O)c2c(C)nn(Cc3ccccc3)c2C)cc1C
    ? | 4.9 | ? | -7.0% | 21.8 | -8.4% | 2.9% | ? | ?
- Cc1ccc(NC(=O)COC(=O)Cc2cccs2)cc1S(=O)(=O)N1CCOCC1
    2.9% | -4.8 | -19.0% | i | 8.2 | 1.6% | -0.3% | -10.9% | -3.5%
- CCC(=O)N(Cc1ccc2c(c1)OCO2)Cc1cc2cc(OC)ccc2[nH]c1=O
    8.8% | 5.5 | 0.2% | i | 35.2 | 4.1% | 1.1% | -14.3% | -3.4%
- COc1ccc(CNC(=O)CN2C(=O)c3ccccc3S2(=O)=O)cc1
    -3.6% | 13.0 | -5.1% | i | 14.9 | 9.5% | 2.8% | 0.6% | -17.2%
- O=C(CC(Sc1ccccc1)c1cccs1)c1ccco1 (stereo not given)
    -11.9% | -8.7 | -3.1% | -6.8%[57.5 µM] | -24.7 | -1.5% | 0.6% | -4.5% | ?
- COc1ccc(C2=NOC(C(=O)Nc3cccnc3)C2)cc1OC (stereo not given)
    119.9%[activator] | -2.7 | -27.1% | -21.3% | 2.0 | 25.5% | 0.0% | -4.9% | 1.5%
- Cc1nn(CC(=O)Nc2c(F)c(F)cc(F)c2F)c(=O)c2cccn12
    10.4% | -5.5 | -9.2% | i | -14.3 | -4.4% | 4.7% | 15.5% | -8.4%
- CN(C(=S)NC(=O)C1CC1)c1ccc(O)cc1
    -2.3% | 1.6 | -12.9% | -1.7% | 7.5 | -11.8% | -6.9% | 3.8% | 11.8%
- Cc1ccc(S(N)(=O)=O)cc1NC(=O)c1ccc2c3c(cccc13)CC2
    13.2% | -2.7 | -5.8% | i | -26.2 | 4.1% | -5.7% | 4.0% | -7.4%
- C=CCc1cccc2cc(C(=O)NC3=C(C#N)CCC3)c(=O)oc12
    16.9% | 0.2 | -3.1% | -1.8%[57.5 µM] | -3.6 | 2.7% | -9.8% | ? | -2.2%
- CC(C)CCN1CCC(CN2C(=O)C(=O)NC[C@@H]2Cc2ccccc2)CC1
    5.3% | -5.5 | 1.0% | -2.7% | 8.9 | 10.4% | 0.9% | -15.0% | 1.2%
- O=C(c1ccc2c3n(nc2c1)-c1ccccc1CO3)N1CCOCC1
    -29.9% | 0.9 | -14.6% | i | -0.7 | 0.0% | -53.2%[inhibitor] | ? | -42.0%[inhibitor]
- CCC(=O)NC(=S)Nc1ccc(Cl)cn1
    ? | 4.0 | ? | i | 0.7 | 15.1% | -0.6% | 6.1% | 12.4%
- COc1cccc(/C=N/Nc2ncnc3scc(-c4ccccc4)c23)c1O
    ? | 37.6* | 3.0% | -8.1% | 46.2 | 16.8% | -55.2%[inhibitor] | ? | -85.4%[inhibitor]
- CC(C)c1ccc(NC(=O)Cn2nnc(C(=O)NCc3ccc(Cl)cc3)c2N)cc1
    7.1% | -0.9 | -4.9% | -17.1% | · | · | · | · | 0.0%
- CCOc1ccc(N2CC(C(=O)NC(C)C)CC2=O)cc1 (stereo not given)
    -5.6% | 2.7 | 12.0% | i | 11.0 | 3.0% | -0.1% | 22.1% | -17.1%
- C=CCn1c(NC(=O)c2ccc(Br)o2)c(C(=O)OCC)sc1=S
    -19.2% | 12.8 | -20.6% | i | 11.6 | -10.6% | -17.9% | ? | -6.8%
- CCOC(=O)C1CCCN(C(=O)c2ccc(F)c(Cl)c2)CC1 (stereo not given)
    16.3% | 6.5 | 6.4% | i | 2.2 | 4.6% | 5.9% | -26.4% | ?
- CCC(C)C(NS(=O)(=O)c1ccc(C)cc1)C(=O)Oc1ccc2c3c(c(=O)oc2c1)CCC3 (stereo not given)
    26.4% | 3.4 | 27.3% | i | -24.4 | 18.1% | 17.3% | 0.1% | -27.5%
- CCNC(=O)N(C)c1c(CC)nc2ccc(C(=O)N3CCN(S(=O)(=O)CC)CC3)cn12
    2.8% | -0.6 | -2.0% | -13.5% | 18.0 | -2.6% | -2.3% | 2.0% | 17.2%
- O=S(=O)(c1ccc(S(=O)(=O)N2CCN3CCCC3C2)cc1)N1CCCC1 (stereo not given)
    8.3% | -5.8 | 17.5% | 9.5% | -13.1 | -4.3% | -3.2% | ? | -26.5%
- O=C(COC(=O)CCSc1ccc(Cl)cc1)NCc1ccccc1
    40.1%[activator] | 0.4 | 16.6% | i | 1.5 | -0.3% | 11.7% | -23.8% | ?
- Cc1ccc(S(=O)(=O)NC(=S)c2ccccc2)cc1
    -6.3% | -2.2 | -7.5% | -19.8% | -1.3 | -7.1% | -0.3% | 11.7% | 16.1%
- CCCn1c(NCc2c[nH]c3ccccc23)nc2ccccc21
    -6.7% | 3.8 | -20.5% | -7.1%[57.5 µM] | -8.8 | 1.9% | 5.9% | -87.4% | 16.5%
- COc1ccccc1NC(=O)CC1SC(=N)N(c2ccccc2)C1=O (stereo not given)
    -11.7% | -13.8 | 7.9% | -44.2%[inhibitor] | 0.0 | 7.2% | -4.6% | ? | 7.4%[9.22 µM]
- Cc1cc(C)c(S(=O)(=O)N2CCCCC2CCNC(=O)C(=O)NCCN2CCOCC2)c(C)c1 (stereo not given)
    1.8% | 1.5 | -9.4% | i | 4.3 | 3.8% | -5.3% | 3.26µM* | 18.9%
- CCCCn1cnc2c(c(CC#N)nn2-c2ccccc2)c1=N
    13.8% | -3.2 | 4.1% | i | -2.0 | 2.2% | -5.4% | · | 13.4%
- Cc1ccc(NC(=S)NC(=O)C2CCCC2)c(Br)c1
    ? | 3.0 | ? | -39.2%[inhibitor] | 12.6 | 22.4% | 1.0%[1.84 µM] | -17.3% | 14.1µM*

The list is partial; rates above refer to the full screens.
